PLK1 PBD inh – blocks phosphopeptide binding to human PLK1 polo-box domain; P53350; Plk1 PBD binding of FITC phosphopeptide, fluorescence polarization; Potency, µM, for the others: max response, negative = inhibition, usual class: inhibitors; hit rate 2.8% among 360,000; AID 720504; note: potency is the fitted concentration of half-maximal effect; series mostly up to about 57 µM; % is set by controls: 0 for no effect and ±100 for the full control effect; nearly all actives have a fitted effect of over 65% in size
EPAC2 agonist – EPAC2 (human) agonism; Q8WZA2; EPAC2 activation, biochemical qHTS; response scale: 100% = 6.5 mM cAMP response; Potency, µM (titrated, usually from 154 µM), for the others: at the highest dose activation, most hits filed as activators; hit rate 0.079% among 360,000; AID 720711; note: potency is the fitted concentration of half-maximal effect; nearly all actives have a fitted effect of over 50% in size
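Fluorescence exchange assay: 100 nM EPAC2 with 250 nM RAP1B-BODIPY-GDP and 50 uM GDP; compounds tested as a concentration-titration series (qHTS). Loss of Rap1-bound BODIPY-GDP fluorescence read at 480/540 nm; data normalized to 6.5 mM cAMP.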
WRN helicase inh – WRN helicase (human) inhibition; Q14191; WRN helicase unwinding, fluorescent forked duplex, kinetic; Potency, µM (top dose mostly 114 µM), inactives show top-dose activity change, negative = inhibition, most hits filed as inhibitors; hit rate 0.46% among 360,000; AID 651768; note: potency is the fitted concentration of half-maximal effect; % is set by controls: 0 for no effect and ±100 for the full control effect; nearly all actives have a fitted effect of over 55% in size
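Primary qHTS, 1536-well format. 20 nM WRN + compound, 15 min RT; start with 100 nM forked fluorophore/quencher duplex, 2 mM ATP (final); kinetic read ex 525/em 598 nm.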
CCT modulator – modulators of cytosolic chaperonin (CCT/TRiC) activity; purified chaperonin ATPase assay, HTRF ADP detection, 30 min; hit rate 0.3% among 360,000; activity change, % (concentration not given with the values), hits read low; in the data active = activity change below about -30%; note: % is set by controls: 0 for no effect and ±100 for the full control effect
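TRiC (40 or 20 nM final, by batch activity) in 30 mM Tris pH 7.4, 100 mM KCl, 5 mM MgCl2, 1 mM DTT was treated with compound at 76 uM single dose, then 10 uM ATP, 30 min at 37 °C. ADP was read by HTRF Transcreener.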
EPAC1 antagonist – blocks human EPAC1 exchange factor. AID 720709. EPAC1 GEF assay, Rap1b-BODIPY-GDP exchange fluorescence. O95398. Potency, µM (highest dose often 115 µM), for inactives: at the top dose activity change, negative = inhibition, hits mostly inhibitors. hit rate 0.14% among 360,000;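 note: potency is the fitted concentration of half-maximal effect; plate controls were vehicle for no effect and positive control for full effect; nearly all actives have a fitted effect of over 50% in size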
Target sequence (O95398 whole entry, looked up): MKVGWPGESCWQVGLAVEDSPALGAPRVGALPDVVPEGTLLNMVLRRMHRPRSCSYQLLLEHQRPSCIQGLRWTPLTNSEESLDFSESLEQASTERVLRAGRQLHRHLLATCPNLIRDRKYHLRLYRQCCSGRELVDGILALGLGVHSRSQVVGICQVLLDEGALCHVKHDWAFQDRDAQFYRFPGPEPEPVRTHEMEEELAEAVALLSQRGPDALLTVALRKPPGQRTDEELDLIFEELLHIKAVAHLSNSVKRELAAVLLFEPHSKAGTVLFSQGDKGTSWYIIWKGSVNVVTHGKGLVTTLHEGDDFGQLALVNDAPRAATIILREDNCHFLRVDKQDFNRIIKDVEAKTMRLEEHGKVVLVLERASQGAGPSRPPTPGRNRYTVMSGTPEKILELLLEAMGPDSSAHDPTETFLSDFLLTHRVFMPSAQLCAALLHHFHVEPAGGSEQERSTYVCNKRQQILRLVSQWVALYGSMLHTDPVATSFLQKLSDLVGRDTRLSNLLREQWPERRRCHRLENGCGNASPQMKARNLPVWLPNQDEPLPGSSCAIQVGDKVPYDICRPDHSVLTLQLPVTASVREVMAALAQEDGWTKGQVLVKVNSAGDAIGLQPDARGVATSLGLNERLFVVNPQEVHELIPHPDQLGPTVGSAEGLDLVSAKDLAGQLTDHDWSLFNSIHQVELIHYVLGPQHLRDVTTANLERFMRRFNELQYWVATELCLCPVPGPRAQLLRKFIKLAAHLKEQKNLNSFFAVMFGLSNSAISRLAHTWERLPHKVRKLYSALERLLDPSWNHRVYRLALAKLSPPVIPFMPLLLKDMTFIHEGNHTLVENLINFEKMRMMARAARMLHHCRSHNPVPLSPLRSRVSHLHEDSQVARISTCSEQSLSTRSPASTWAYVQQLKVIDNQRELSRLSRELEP
EPAC1 ag – activates human EPAC1 exchange factor; O95398; EPAC1 agonist qHTS, biochemical assay; response scale: 100% = response to 6.5 mM cAMP; Potency, µM (highest dose often 154 µM), for inactives: at the top dose activation, usual class: activators; hit rate 0.073% among 360,000; AID 720707; note: potency is the fitted concentration of half-maximal effect; nearly all actives have a fitted effect of over 60% in size
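Compounds were pinned as a concentration titration into mixtures of EPAC1 (100 nM), BODIPY-GDP-loaded Rap1B (250 nM) and GDP (50 uM). After 5 min at room temperature, fluorescence was followed for 30 min; activity was scaled to 6.5 mM cAMP.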
IL2 activator – activators of IL-2 | activation, % (series mostly up to about 46 µM) | hit rate 0.065% among 360,000 | IL-2 activation reporter assay, cell-based qHTS; stimulated with anti-CD3/CD4/CD28 beads; in transgenic mouse T cells | AID 652025; in the data active = activation above about 50%; inconclusive = mostly about 30% to 49%; note: 0% is about no effect
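EGFP and DsRed fluorescence is measured by plate cytometry in unstimulated transgenic mouse T cells exposed to compound for 60 minutes, then stimulated 18 hours at 37 degrees C with anti-CD3/anti-CD4 beads plus anti-CD28.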
PI5P4Ka inh – blocks human PI5P4K alpha kinase activity | max response, % | AID 652105 | hit rate 1.2% among 330,000 | PI5P4Kalpha enzyme, ADP-Glo luminescence, 60 min; stronger effect = lower value | P48426; active = max response of -50% or lower; inconclusive = between -30% and -50%; inactive = -30% or higher; note: value at the top dose of about 77 µM; % is set by controls: 0 for no effect and ±100 for the full control effect
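PI5P4Kalpha ADP-Glo assay; 5 microM ATP final; 60 min RT reaction; HEPES pH 7.4/EGTA/CHAPS, 5% DMSO; controls lacking substrate or enzyme; luminescent end-point.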
Numbers without * were called inactive; ? = inconclusive; . = no result given; [ ] = another dose, or the depositor's remark. Unless noted, calls come from the whole dose curve; as a rule, active = well fitted curve in the direction sought with a large enough effect; inconclusive = small, poorly fitted or top-dose-only effect, or another doubt; inactive = no such curve, though single readings can be large; an effect the other way counts as inactive or inconclusive. These rows are one share of the data; rates above refer to the full screens.

Every second line gives: PLK1 PBD inh	EPAC2 agonist	WRN helicase inh	CCT modulator	EPAC1 antagonist	EPAC1 ag	IL2 activator	PI5P4Ka inh
- COc1ccc(S(=O)(=O)N2CCC(C(=O)N3CCC(C(N)=O)CC3)CC2)cc1Cl
    -5%	5%	1%	1.1	-2%	5%	0.1	0
- CCCCOc1ccc(C(=O)N/C(=C/C=C/c2ccccc2)C(=O)NCCCO)cc1
    -12%	4%	-7%	-1.2	-10%	3%	0.2	2
- CN1CCN(S(=O)(=O)c2cccc(C(=O)N(C)Cc3c(F)cccc3Cl)c2)CC1
    -18%	1%	-10%	2.3	-24%	-2%	0.3	-1
- O=C(N/N=C/c1ccc([N+](=O)[O-])o1)C1CCCC1
    -2%	-3%	0%	0.8	3%	16%	-1.0	0
- CCCCOc1cccc(-c2cc(C(=O)NNC(=S)NCC)c3ccccc3n2)c1
    -18%	3%	-5%	-3.7	-16%	?	-2.7	.
- COc1cccc(C(=O)C2CCCN(Cc3cn(CC(N)=O)c4ccccc34)C2)c1 (configuration not stated)
    -14%	6%	-3%	0.4	-25%	5%	-0.6	9
- CCN(C(=O)Nc1ccccc1OC)c1c(N)n(Cc2ccccc2)c(=O)[nH]c1=O
    -12%	0%[15.6 µM]	7%	0.9	7%	6%	-0.7	-6
- CCN1CCCC1CNCc1ccc(OCc2ccc(Cl)nc2)c(OC)c1 (configuration not stated)
    -15%	17%	-18%	-0.2	-31%	1%	-1.8	2
- CCc1cc(=O)oc2cc(OCC(=O)O)c(Cl)cc12
    -6%	1%	-10%	0.9	6%	-1%	-2.8	2
- Cc1cc(C(=O)Nc2ccc(S(=O)(=O)N3CCOCC3)cc2)ccc1[N+](=O)[O-]
    -2%	10%	-3%	-1.9	-15%	2%	-2.6	0
- COc1ccc(/C=C2/C(=O)OCc3cc(OC)c(OC)cc32)cc1
    0%	-5%	-15%	-0.4	3%	9%	-0.5	0
- O=[N+]([O-])c1cccc(-c2nnc(C3CC3)o2)c1
    -3%	5%	-7%	-0.3	11%	7%	-1.4	1
- COC(=O)C[C@H]1C[C@H]2c3cc(NC(=O)Nc4ccc(C(F)(F)F)cc4)ccc3O[C@H]2[C@@H](CO)O1
    3%	1%	3%	-0.4	-15%	-20%	-2.0	-1
- O=[N+]([O-])c1ccc(N2CCCCC2)cc1NCCOc1ccccc1
    -4%	-1%	-26%	-2.3	-7%	10%	-0.2	15
- CSC(=NC#N)N1CCN(c2ccccc2)CC1
    -1%	-5%	5%	-2.0	5%	-1%	0.5	.
- NC1=NC(=O)S/C1=C\c1ccc(O)cc1
    9%	7%	-13%	-3.5	-24%	9%	1.5	-14
- CCOC(=O)c1c(NC(=O)Cn2cc([N+](=O)[O-])cn2)sc2c1CCC2
    -3%	-6%	-3%	-1.4	9%	-4%	1.3	.
- Cc1cc2ncn(CC(C)C)c2cc1C
    0%	3%	9%	-2.6	2%	0%	0.5	-1
- COc1ccc(OCCCC(=O)Nc2nccs2)cc1
    -24%	6%	-11%	0.0	-8%	-1%	2.8	-16
- Cc1occc1C(=O)N(C)Cc1nc(-c2ccc(Cl)cc2)no1
    -19%	2%	-13%	0.2	?	-1%	1.1	5
- Cc1ccoc1C(=O)NCCNC(=O)c1occc1C
    -1%	10%	1%	-0.6	-16%	6%	-0.4	1
- O=C(COc1ccc2ccccc2c1)NC1CC1
    0%	-5%	1%	-1.0	17%	-3%	0.4	3
- CC1(C)Cc2c(sc(NC(=O)Cc3ccccc3)c2C#N)CO1
    ?	-2%	-4%	1.3	4%	-1%	0.1	-3
- OCCN(CC#CC(O)(c1ccccc1)c1ccccc1)CCO
    -3%	9%	-13%	0.7	4%	8%	-0.7	5
- COc1ccc(NC(=O)C2(C)Cc3c(-c4cccc(C(F)(F)F)c4)ccnc3O2)cc1OC (configuration not stated)
    -2%	9%	-11%	-0.3	-6%	-20%	-0.8	-5
- CC1CCCCC1NC(=O)CCNS(=O)(=O)c1ccc(Cl)cc1 (configuration not stated)
    1%	2%	3%	-1.6	-4%	-6%	-0.7	-2
- O=NN(Cc1cccnc1)Cc1cccnc1
    -8%	11%	-1%	-0.1	7%	5%	-0.6	2
- CCOc1ccc(Cl)cc1-c1cc(C(=O)NCc2cccc(C(F)(F)F)c2)[nH]n1
    -2%	9%	-7%	1.4	-16%	-5%	0.1	5
- CCOC(=O)Nc1sc2nc(C)cc(C)c2c1-n1cccc1
    2%	7%	-1%	-3.7	9%	2%	0.0	-2
- COc1ccc(Cn2c(=O)c3[nH]cnc3n(-c3ccc(C)cc3)c2=O)cc1
    3%	5%	-1%	-22	-2%	3%	-0.2	-11

2 compounds from above with just PI5P4Ka inh.
canonical_smiles	PI5P4Ka inh
COc1cccc(C(=O)C2CCCN(Cc3cn(CC(N)=O)c4ccccc34)C2)c1 (configuration not stated)	9
COc1ccc(S(=O)(=O)N2CCC(C(=O)N3CCC(C(N)=O)CC3)CC2)cc1Cl	0

Remaining list, next part.
Every second line gives: PLK1 PBD inh	EPAC2 agonist	WRN helicase inh	CCT modulator	EPAC1 antagonist	EPAC1 ag	IL2 activator	PI5P4Ka inh
- COc1cccc(C(=O)CSc2nnc(CNc3nc(-c4ccccc4)cs3)n2C)c1
    -6%	12%	-24%	1.3	-20%	15%	0.3	3
- O=C(O)c1cccc(-c2ccc(/C=c3/sc4nc5ccccc5n4c3=O)o2)c1
    0%	13%	40µM*	-1.7	25%	?	11	?
- COc1ccc(CN(C#N)c2nc(C)cc(C)n2)cc1
    -7%	1%	7%	-2.4	-5%	-4%	-0.1	-10
- CCOc1ccc(C2N(c3ccc(OC)cc3)C(=O)C3CCCN32)cc1OC (configuration not stated)
    2%	10%	4%	-2.8	-4%	6%	-3.9	-7
- COc1ccc(CCNC(=O)C2CCN(S(=O)(=O)c3c(C)noc3C)CC2)cc1OC
    3%	-3%	-4%	0.9	-13%	15%	-1.3	0
- COCc1cc(C)nc(SCC(=O)Nc2ccccc2N2CCOCC2)c1C#N
    -7%	8%	2%	0.1	-10%	7%	-1.5	16
- CCCCCCCCCC[n+]1cccc2c3ccccc3ccc21
    -6%	1%	-9%	2.1	5%	5%	-0.5	-14
- CCOC(=O)CSc1nc2c(cnn2-c2ccc(C)cc2)c(=O)[nH]1
    -9%	1%	8%	-2.8	14%	4%	-0.6	1
- Cn1cc(CCC(=O)N2CCCC(N3CCN(c4ccccc4F)CC3)C2)cn1 (configuration not stated)
    3%	3%	2%	-2.3	23%	8%	-2.1	9
- CC(C)C[C@@H](CN1CCC[C@H]1CN1C(=O)C(=O)NC[C@@H]1Cc1ccc(O)cc1)N1C[C@H](Cc2ccc(O)cc2)N(CC2CCCCCC2)C(=O)C1=O
    -9%	11%	-2%	-0.4	?	-1%	0.6	-16
- CN(CCC#N)C(=O)CC(Cc1ccccc1)C1CCOC(C)(C)C1 (configuration not stated)
    -2%	4%	2%	0.9	-4%	3%	3.7	2
- O=C(Nc1ccccc1C(=O)N1CCCC1)C1COc2ccccc2O1 (configuration not stated)
    -1%	3%	-22%	-1.5	1%	-10%	-3.6	0
- CC1(C)C(=O)OC(c2cccs2)C2(CCCCC2)C1=O (configuration not stated)
    2%	0%	1%	-2.2	0%	-4%	-0.4	0
- O=C(NN1C(=O)C2C3C=CC(C3)C2C1=O)c1ccco1 (configuration not stated)
    3%	-8%	-2%	-0.3	9%	-3%	-2.7	11
- C=CC[C@H]1C=C[C@@H](C(C(=O)OC)C(=O)OC)CN1C(C)=O
    24µM*	9%	6%	-1.0	11%	-35%[inhibitor]	0.3	?
- Cc1ccc(C)c(S(=O)(=O)N2CCCOC2CNC(=O)C(=O)NCc2cccnc2)c1 (configuration not stated)
    -4%	5%	-3%	-0.6	-18%	13%	-1.7	0
- CCCS(=O)(=O)n1nc(-c2ccc(OC)cc2OC)cc1N
    -4%	3%	-11%	-1.0	-14%	2%	-1.5	0
- CC(=O)Nc1ccc(Nc2cc(N3CCOCC3)c3nonc3c2[N+](=O)[O-])cc1
    -17%	6%	2%	-1.7	-5%	3%	-0.6	-3
- O=C(CNc1ccccc1)N/N=C/c1cn(-c2ccccc2)nc1-c1ccccc1
    -16%	8%	3%	-1.5	11%	8%	-0.3	6
- CN(C)c1ccc(CNCC2CCCO2)cc1 (configuration not stated)
    -3%	0%	-8%	-5.0	2%	-7%	2.8	-4
- COc1ccccc1-c1ccc(SCc2ccccc2F)nn1
    -11%	-2%	-24%	-2.8	?	-3%	-4.1	1
- CC(=O)N1CC(C)Sc2ccc(S(=O)(=O)NCc3ccccc3Cl)cc21 (configuration not stated)
    -3%	5%	-7%[57.1 µM]	-2.3	-10%	-6%	-0.3	-7
- O=C(Nc1ccc(OCc2ccccc2)cc1)c1cccs1
    -2%	-4%	5%	-6.2	-21%	-12%	-0.7	1
- COc1ccc2ccc(OCC(=O)N3c4ccccc4NC(=O)CC3C)cc2c1 (configuration not stated)
    2%	-3%	2%	2.0	21%	-3%	0.1	-3
- CC(=O)NCCNC(=O)C1CCC(CNc2nc(=S)[nH]c3ccccc23)CC1 (configuration not stated)
    -14%	-1%	-3%	-5.8	6%	-1%	-0.6	-6
- CCOc1ccc(C(C)NC(=O)c2cccnc2OCC)cc1OCC (configuration not stated)
    -8%	-3%	-3%	-0.8	6%	3%	-0.2	-3
- O=C(N/C(=C\c1cccc([N+](=O)[O-])c1)C(=O)N1CCOCC1)c1ccc([N+](=O)[O-])cc1
    -1%	0%	-5%	-4.3	-22%	6%	-2.5	0
- O=C(Cc1ccccc1[N+](=O)[O-])Nc1nccs1
    -4%	-1%	-1%	-33*	-14%	7%	3.5	-16
- CCOc1ccc(C(C)NC(=O)c2ccccc2F)cc1 (configuration not stated)
    -6%	7%	0%	-1.1	1%	2%	-2.8	-3
- Brc1ccc(CNCC2CCCO2)cc1 (configuration not stated)
    1%	-6%	7%	-2.4	5%	-7%	-0.4	0
- Cc1cc(C)n(C(=O)CNC(=O)c2cccc(F)c2)n1
    -7%	5%	-7%	1.2	-21%	-1%	0.5	-4
- CCOC(=O)Cc1nn[nH]n1
    10%	-4%	-8%	0.3	7%	4%	0.5	-3
- COc1ccc(-c2cc(C(=O)N3CCCCCC3)no2)cc1OC
    -16%	4%	0%	-5.6	-14%	10%	-1.7	5

Bioassay records as filed in PubChem.
